TRPC4 agonist: activators of mouse TRPC4 channel. Q9QUQ5. AID 2237. HEK293 TRPC4beta/mu-opioid, Fluo4 calcium fluorescence; hits give high values. B-score at 10 µM. actives 0.49% (n = 310,000);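 active = B-score above 5 SD of library B-scores, and initial fluorescence ratio not above library mean plus 5 SD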;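 also: positive B-score marks a calcium rise read as TRPC4 activation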
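Material: TRPC4beta and mu-opioid receptor HEK293 stable cells | Incubation: 45 min room-temperature Fluo4 loading, 110 s read | Detection: Kinetic Fluo4 calcium fluorescence | Measure: Integrated baseline-normalised fluorescence ratio, converted to per-well B score | Benchmarks: Low control buffer alone, high control maximal DAMGO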
KCNK9 block: human KCNK9 channel inhibition; Q9NPC2; HEK293 KCNK9, FluxOR thallium flux fluorescence; hits give low values; B-score at 10 µM; actives 1.2% (n = 310,000); AID 488922;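 active = ratio B-score over 3 SD below the library mean, with starting fluorescence within 5 SD of its mean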;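 also: negative B-score means less thallium flux so channel inhibition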
Target sequence (Q9NPC2 whole entry, looked up): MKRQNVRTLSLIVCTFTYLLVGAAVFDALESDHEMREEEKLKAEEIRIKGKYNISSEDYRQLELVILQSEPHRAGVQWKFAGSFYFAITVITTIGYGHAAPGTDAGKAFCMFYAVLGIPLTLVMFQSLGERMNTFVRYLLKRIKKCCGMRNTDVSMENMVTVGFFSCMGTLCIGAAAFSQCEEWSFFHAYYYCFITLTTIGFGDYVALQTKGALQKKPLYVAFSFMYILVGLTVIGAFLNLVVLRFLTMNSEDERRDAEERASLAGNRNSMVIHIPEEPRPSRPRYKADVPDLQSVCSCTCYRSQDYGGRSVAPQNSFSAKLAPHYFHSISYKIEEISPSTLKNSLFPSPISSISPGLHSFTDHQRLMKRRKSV
KCNK3 block: human KCNK3 channel inhibition, primary screen | CHO-KCNK3 thallium flux, FluxOR fluorescence; hits give low values | actives 0.84% (n = 340,000) | B-score at 10 µM | O14649;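 active = B-score under library mean minus 4 SD, starting fluorescence ratio at most library mean plus 5 SD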;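 also: more negative B-score means stronger inhibition of thallium flux through KCNK3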
Target sequence (O14649 whole entry, looked up): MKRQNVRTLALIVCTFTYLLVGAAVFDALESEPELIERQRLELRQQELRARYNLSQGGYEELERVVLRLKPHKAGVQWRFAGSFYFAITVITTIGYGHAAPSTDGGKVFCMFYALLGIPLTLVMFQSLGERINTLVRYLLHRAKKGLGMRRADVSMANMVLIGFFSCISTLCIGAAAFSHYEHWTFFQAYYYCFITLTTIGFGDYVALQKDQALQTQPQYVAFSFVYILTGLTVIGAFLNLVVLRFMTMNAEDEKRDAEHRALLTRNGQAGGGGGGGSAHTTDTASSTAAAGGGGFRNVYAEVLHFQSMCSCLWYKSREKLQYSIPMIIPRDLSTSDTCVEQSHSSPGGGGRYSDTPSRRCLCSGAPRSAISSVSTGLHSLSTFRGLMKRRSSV
ANO1 activ: mouse TMEM16A channel activation, primary screen; actives 0.3% (n = 340,000); AID 623877; Q8BHY3; B-score at 10 µM; HEK293 TMEM16A/YFP-H148Q/I152L, iodide quench fluorescence; hits give low values;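 active = fluorescence-ratio B-score plate-corrected deviation score at least 3 library SD below zero, with starting fluorescence score within 5 deviations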;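 also: channel opened by trigger with iodide after compound preincubation; score built on the fluorescence ratio of max minus min over baseline; more negative score means more quench and so TMEM16A activation or potentiation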
Dyrk1A ADPGlo: inhibitors of rat Dyrk1A kinase; Q63470; ADP-Glo luminescence, NFATc1 peptide; inhibition, % at 12.5 µM; actives 0.43% (n = 310,000); AID 504441; in the data active = inhibition above about 50%;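 also: plate controls were vehicle with enzyme for no effect and no enzyme for full effect; many of its hits are not listed in these tables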
KCNQ1 act: potentiates or activates the human KCNQ1 potassium channel; B-score at 10 µM; actives 0.35% (n = 310,000); P51787; CHO-K1 KCNQ1, thallium flux FluxOR fluorescence; hits give high values; AID 2648;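 active = fluorescence ratio B-score, a plate-corrected score, at least three library SD, with initial intensity B-score within 5 SD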
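assay system = KCNQ1-transfected CHO-K1 cells | medium = assay buffer with matched DMSO | probe or stimulus = depolarizing K+/Tl+ stimulus, K2SO4 and Tl2SO4 each 12.5 mM in 5x stock | dosing = single dose | incubation = dye 90 min, compound 20 min, room temperature | detection = kinetic FluxOR fluorescence, 10 s baseline plus 110 s post-stimulus | evaluation = ratio B score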
TRPC4 potent: allosterically enhances the mouse TRPC4 cation channel; Q9QUQ5; B-score at 10 µM; HEK293 TRPC4beta/mu-opioid, DAMGO EC20, Fluo-4 Ca2+ flux; hits give high values; AID 2227; actives 0.42% (n = 310,000);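 active = B-score of calcium response area above 5 SD of library B-scores, with initial fluorescence ratio within 5 SD of library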;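 also: B-score of integrated fluorescence ratio over time as area under calcium response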
KCNQ1 block: inhibitors of human KCNQ1 potassium channel; AID 2642; CHO-K1 KCNQ1, FluxOR thallium flux fluorescence; hits give high values; B-score at 10 µM; actives 1.3% (n = 310,000);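 active = compounds whose thallium flux B-score, printed positive for inhibition, exceeds three library SD while starting fluorescence stays within three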;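 also: channel opened by potassium depolarization with thallium stimulus after 20 min compound exposure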
HDAC3 inh: inhibitors of human histone deacetylase 3 | O15379 | recombinant HDAC3, fluorogenic peptide/trypsin coupled, fluorescence | inhibition, % at 8.3 µM | actives 0.15% (n = 320,000) | AID 2718; in the data active = inhibition above about 26%, passing the limit was not always enough
hERG protect: compounds protecting human hERG from proarrhythmic drug block. Q12809. CHO-hERG, FluxOR thallium flux, dofetilide IC70 present. activation (rescue from dofetilide block), less the hit threshold, % at 10 µM. actives 0.51% (n = 310,000);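 active = activation above the mean of controls blocked by dofetilide plus 5 SD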;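 also: thallium influx through hERG after potassium depolarization seen as dye fluorescence rise; in these data hits start at about 4.7%; inactives centre near -7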
TMEM16A inh: mouse TMEM16A channel inhibition, primary screen. Q8BHY3. HEK293 TMEM16A/YFP iodide influx fluorescence, ionomycin. normalized B-score (activity score, 25-100; higher = stronger inhibition) at 10 µM. actives 1.2% (n = 310,000). AID 588511;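 active = ratio plate-corrected score three or more library SD toward inhibition, starting fluorescence score within five deviations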;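 also: score derived from kinetic fluorescence span divided by baseline fluorescence per well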
* hit, by the source's call; i = inactive; x = no result given; & = joins results of further samples. Not all compounds are listed, so the mix of outcomes need not match the whole.

SMILES	TRPC4 agonist	KCNK9 block	KCNK3 block	ANO1 activ	Dyrk1A ADPGlo	KCNQ1 act	TRPC4 potent	KCNQ1 block	HDAC3 inh	hERG protect	TMEM16A inh
Cc1nc(-c2ccc(S(=O)(=O)Nc3cc(S(=O)(=O)N(C)C)ccc3C)s2)cs1	i	i	i	i	4.3	i	i	i	8.2	-10.2	i
COc1cc(C2SCC(=O)N2CCN2CCCCC2)ccc1O (stereo not drawn)	i	i	i	i	0.9	i	i	i	5.5	-5.7	i
COc1ccc(-c2ccc(-c3noc(-c4ccccc4OC)n3)c(OC)n2)cc1	i	i	i	i	7.1	i	i	i	2.8	-7.6	i
CCOc1ccc(NC(=O)CSc2nc3nc4c(cc3c(=O)n2CC)COC(C)(C)C4)cc1	i	i	x	x	x	i	i	i	2.4	-6.5	i
CCCn1nc(C(=O)NNC(=O)CSCC(=O)Nc2cc(C)on2)c2ccccc2c1=O	i	i	i	i	3.1	i	i	i	-3.0	-8.8	i
O=C(N1CCN(c2cccc(Cl)c2)CC1)C1(S(=O)(=O)c2ccc(Cl)cc2)CC1	i	i	i	i	0.7	i	i	i	5.2	-11.8	i
CCCCc1nc2cc(C(=O)NC3CCOC(C)(C)C3)ccc2o1 (stereo not drawn)	i	i	i	i	-4.5	i	i	i	0.2	-8.4	i
COC(=O)c1ccc(COC(=O)CNC(=O)c2ccco2)cc1	i	i	i	i	-5.0	i	i	i	-0.3	-5.1	i
O=C(NCc1ccccc1)C1CCCC1	i	i	x	x	x	i	i	i	-0.1	-6.1	i
CC(=O)NN1C(=O)c2ccccc2NC1c1ccccc1 (stereo not drawn)	i	i	i	i	6.5	i	i	i	-15.8	-5.3	i
CCOC(=O)c1c(C)n2c3c(cc(C)cc13)CCC2	i	i	i	i	-1.3	i	i	i	-1.0	-9.8	i
O=C(c1ccc(Oc2ccc(C(F)(F)F)cn2)cc1)N1CCN(c2ccccc2)CC1	i	i	i	i	-5.1	i	i	i	16.5	-11.4	i
Cn1c(=O)oc2cc(S(=O)(=O)NCCC(=O)N3CCc4ccccc4C3)ccc21	i	i	i	i	3.5	i	i	i	1.1	-13.7	i
Cc1ccc(C(=O)Nc2ccc(C)c(S(=O)(=O)N(C)C)c2)s1	i	i	i	i	0.2	i	i	i	3.8	-10.1	i
CN(CCc1ccccn1)C1CCCN(S(=O)(=O)c2ccccc2)C1 (stereo not drawn)	i	i	i	i	1.7	i	i	i	-1.5	-11.6	i
COCC(C)NCc1cccc(OC)c1OC (stereo not drawn)	i	i	i	i	-4.6	i	i	i	1.6	-14.8	i
Cc1ccc(NC(=O)Nc2ccon2)cc1Cl	i	i	i	i	-5.0	i	i	i	1.4	-10.2	i
COc1ccccc1Nc1nc(N)nc(CN2CC(C)CC(C)C2)n1 (stereo not drawn)	i	i	i	i	-0.2	i	i	i	-7.9	-3.4	i
C/C(=N\NC(=O)C(=O)N/N=C(\C)c1cccc(O)c1)c1cccc(O)c1	i	i	i	i	2.5	i	i	i	3.7	-3.9	i
Cc1cccc(NC(=O)CNC(=O)CNC(=O)Cc2ccccc2)c1	i	i	i	i	-1.9	i	i	i	4.8	-5.3	i
COC(=O)[C@@H]1[C@H]2C[C@H]3c4[nH]c5ccccc5c4CCN3C[C@@H]2CC[C@@H]1O	i	i	i	i	0.5	i	i	i	-2.7&-1.0	-5.8&-6.3	i
COc1cccc(N=Nc2ccc3cccnc3c2O)c1	i	i	i	i	3.3	9*	i	i	15.5	-7.6	i
Cc1ccc2nc3c(cc2c1)c(NC(=O)c1ccccn1)nn3CC(C)C	i	i	i	i	-6.1	i	i	i	1.2	-24.3	i
CCNC(=O)OCc1cn(-c2ccc(Cl)cc2)nn1	i	i	i	i	-5.7	i	i	i	1.3	-2.2	i
O=C(CN(c1ccc(F)cc1)S(=O)(=O)c1ccc2c(c1)OCCO2)NCc1ccccc1	i	i	i	i	-4.6	i	i	i	-3.3	-4.7	i
CCc1nnc(SCC(=O)Nc2ccc(N3CCN(S(C)(=O)=O)CC3)cc2)o1	i	i	i	i	-4.9	i	i	i	7.4	-7.1	i
CN1C(C(=O)NCCc2cccs2)CC2Cn3c(nc4ccccc43)C21 (stereo not drawn)	i	i	i	i	17.3	i	i	i	5.0	-2.0	i
CC(NC(=O)/C(C#N)=C/c1ccc(Cl)c([N+](=O)[O-])c1)c1ccccc1 (stereo not drawn)	i	i	x	x	x	i	i	i	4.2	-18.2	i
Cn1nnc2cc(C(=O)Nc3ccc4ccccc4c3)ccc21	i	i	i	i	-4.3	i	i	i	6.3	-12.6	i
COc1ccc(CCNC(=O)C2CCCN(S(=O)(=O)N3CC(C)CC(C)C3)C2)cc1OC (stereo not drawn)	i	i	i	i	-4.3	i	i	i	-1.1	-7.3	i
O=C(COC(=O)/C=C/c1ccccc1[N+](=O)[O-])NCC1CCCO1 (stereo not drawn)	i	i	i	i	-4.2	i	i	i	3.3	-4.6	i
O=C1CCCc2c1cc(C(=O)NCc1ccco1)c(=O)n2-c1ccc(Cl)cc1	i	i	i	i	-4.7	i	i	i	1.6	-4.6	i
COC(=O)c1ccc(CN2C(=O)NC3(CCCCC3)C2=O)cc1	i	i	i	i	-0.5	i	i	i	-3.3	-6.3	i
O=C(CC1C(=O)NCCN1C(=O)Nc1ccc(F)cc1F)Nc1cc(Cl)ccc1Cl (stereo not drawn)	i	i	i	i	1.4	i	i	i	4.7	-5.7	i
NC1=NC[C@@H](Cc2ccc(O)cc2)N1CCCCC1CCCCC1	i	i	i	i	-1.7	i	i	i	3.3	-12.8	i
Cc1csc(NC(=O)CSc2nnc(-c3ccc(S(=O)(=O)N4CCCC4)cc3)o2)n1	i	i	i	i	-6.5	i	i	i	2.1	-10.3	i
Cc1ccc(N=Cc2cc3c(cc2O)OC(N)=C(C#N)C3c2ccccc2)cc1 (stereo not drawn)	i	i	i	i	-2.0	i	i	i	6.5	3.2	i
Cc1ccc(S(=O)(=O)NCC(=O)N/N=C/c2ccc(Cl)cc2Cl)cc1	i	i	i	i	10.2	i	i	i	-3.1	-14.6	i
CC(=O)NC1CCN(CC(=O)Nc2nccs2)CC1	i	i	i	i	-6.0	i	i	i	-2.8	-3.3	i
COc1ccc(N2CCN(C(=O)c3ccc(C(C)(C)C)cc3)CC2)cc1	i	i	i	i	48.8	i	i	i	-1.0	-11.7	i
CCCCOC(=O)C(C)Nc1n[nH]c(=O)[nH]c1=O (stereo not drawn)	i	i	i	i	-6.0	i	i	i	0.8	-4.8	i
COc1cccc(C2Nc3cc(Cl)c(S(N)(=O)=O)cc3S(=O)(=O)N2)c1 (stereo not drawn)	i	i	i	i	x	i	i	i	-5.3	-8.6	i
CCCCn1c(=O)[nH]c2nc3cc(NC(C)=O)ccc3nc2c1=O	i	i	i	i	-1.5	i	i	i	3.9	-9.7	i
CCCCn1c(SCc2cccnc2)nc2c1c(=O)n(C)c(=O)n2C	i	i	i	i	-4.6	i	i	i	2.2	-8.5	i
NC(=O)SCC(=O)Nc1ccccc1C(=O)O	i	i	i	i	9.2	i	i	i	1.0	-1.8	i
Cc1ccc(C)c(NC(=O)/C(C#N)=C/c2cn(CC(=O)NCc3ccco3)c3ccccc23)c1	i	i	i	i	-3.1	i	i	i	-9.8	-5.5	i
CC12CCC(c3c(C(=O)Nc4nccs4)nn(-c4ccccc4)c31)C2(C)C (stereo not drawn)	i	i	i	i	x	i	i	i	5.3	-1.6	i
CC(C)(C)c1ccc(-c2nc(C=O)c3ccccn23)cc1	i	i	i	i	32.6	i	i	i	-6.6	-15.1	i
Cc1nc(C(=O)NNC(=O)c2ccc(Cl)cc2)c(C(F)(F)F)o1	i	i	i	i	x	i	i	i	-2.0	-5.0	i
O=C(c1ccsc1)N1CCCC(Nc2cccc(F)c2)C1 (stereo not drawn)	i	i	i	i	3.7	i	i	i	-0.7	-0.4	i

Next section:
SMILES	TRPC4 agonist	KCNK9 block	KCNK3 block	ANO1 activ	Dyrk1A ADPGlo	KCNQ1 act	TRPC4 potent	KCNQ1 block	HDAC3 inh	hERG protect	TMEM16A inh
O=C(CSc1nnc2c(n1)[nH]c1ccc(F)cc12)N1CCOCC1	i	i	i	i	x	i	i	i	2.0	-8.8	i
COc1ccc(CSc2nnnn2-c2ccccc2)cc1	i	i	i	i	5.1	i	i	i	4.4	-5.1	i
CC(C)Cc1cc(C(C)(C)C)ccc1OC(=S)N(C)C	i	i	i	i	-1.5	i	i	i	14.1	-9.8	i
COc1ccc(/C=C2\N=C3CCCCCN3C2=O)cc1OC	i	i	i	i	7.4	i	i	i	-0.3	-14.3	i
COCCn1nnnc1C(c1ccc(OC)cc1)N1CCN(C(=O)c2ccco2)CC1 (stereo not drawn)	i	i	i	i	-12.4	i	i	i	6.5	-4.3	i
Nc1ccc2nc(SCC(=O)N3CCOCC3)sc2c1	i	i	i	i	2.1	i	i	i	-4.5	-7.1	i
Cc1cc(C)nc(NCCO)n1	i	i	i	i	-1.0	i	i	i	0.0	-19.4	i
CCCc1nc2c(o1)CC(CC(C)SCC)CC2=O (stereo not drawn)	i	i	i	i	1.6	i	i	i	3.2	-4.2	i
COc1ccc(-n2nc(C(=O)NCC(=O)N(C)Cc3ccccc3)c3ccccc3c2=O)cc1OC	i	i	i	i	3.3	i	i	i	1.4	-11.5	i
O=C(c1ccc([N+](=O)[O-])s1)N1CCN(c2ccccn2)CC1	i	i	i	i	3.8	i	i	i	2.3	-8.6	i
CCN(CC)S(=O)(=O)c1ccc(C(=O)NCCOC(=O)c2ccc(F)cc2F)cc1	i	i	i	i	-1.0	i	i	i	0.4	-4.5	i
COc1ccc(-n2nnnc2CNC(=O)c2ccc3ccccc3c2)cc1	i	i	i	i	36.0	i	i	i	-5.6	-12.8	i
COc1ccc(/C=N/n2c(-c3ccco3)nc3ccccc3c2=O)cc1	i	i	i	i	3.0	i	i	i	6.5	-0.4	i
Cc1ccc(NC(=O)CN(C)C(=O)CSc2nnc(C(F)(F)F)n2C)cc1	i	i	i	i	3.0	i	i	i	x	-19.3	i
CCC(C)/C(C)=N/NC(=O)c1cn(-c2ccccc2)nc1-c1ccccc1 (stereo not drawn)	i	i	i	i	7.8	i	i	i	2.3	-7.5	i
CC(C)CC(=O)NC(=S)N1CCN(c2ccc([N+](=O)[O-])cc2Cl)CC1	i	i	i	i	0.5	i	i	i	1.0	-11.2	i
NCCCC[C@@H]1NC(=O)c2cc([N+](=O)[O-])cc(I)c2SC[C@@H](C(N)=O)NC(=O)[C@H](Cc2ccc(O)cc2)NC1=O	i	i	i	i	9.6	i	i	i	8.0	-5.1	i
